# Assay outcomes: PubChem BioAssay, several laboratories
# PRMT1 FP inh: PRMT1 (human) inhibition, primary screen; inhibition, % at 2.79 µM; AID 652257; 370,000 compounds, 1.3% hits; recombinant PRMT1, activity-based probe fluorescence polarization;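 active means inhibition above about 21% made by adding two undisclosed values, limit read from the data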
# Target sequence (Q99873 whole entry, looked up): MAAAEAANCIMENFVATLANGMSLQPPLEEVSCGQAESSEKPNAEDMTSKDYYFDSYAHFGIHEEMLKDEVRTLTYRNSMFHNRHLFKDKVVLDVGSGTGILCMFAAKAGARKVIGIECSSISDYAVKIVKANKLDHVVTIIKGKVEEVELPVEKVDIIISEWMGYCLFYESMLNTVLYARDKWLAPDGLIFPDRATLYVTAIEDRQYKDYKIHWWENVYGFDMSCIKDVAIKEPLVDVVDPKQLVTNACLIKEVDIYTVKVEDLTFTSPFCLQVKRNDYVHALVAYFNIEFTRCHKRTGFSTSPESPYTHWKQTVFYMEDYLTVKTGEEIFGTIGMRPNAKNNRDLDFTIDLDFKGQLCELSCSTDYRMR
# NPR2 activator: GC-B (human) receptor activation. P20594. HEK293-GC-B cells, CNP EC30, cGMP TR-FRET; 0% at EC30 CNP, 100% saturating CNP. activation, % at 10 µM. 370,000 compounds, 0.11% hits;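 active means activation at 10 µM reaching about 35% in either raw or pattern-adjusted values, limit read from the data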
# TDP2 inh: TDP2 (human) inhibition, absorbance primary screen. recombinant TDP2, T5PNP hydrolysis, p-nitrophenol absorbance 415 nm. 370,000 compounds, 0.34% hits. inhibition, % at 12.8 µM. O95551;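 active means inhibition above the mean of all tested compounds plus 3 SD, set per campaign, cut at about 25% in these data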;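 further: 0% = DMSO with enzyme and 100% = buffer with substrate but no TDP2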
# Target sequence (O95551 whole entry, looked up): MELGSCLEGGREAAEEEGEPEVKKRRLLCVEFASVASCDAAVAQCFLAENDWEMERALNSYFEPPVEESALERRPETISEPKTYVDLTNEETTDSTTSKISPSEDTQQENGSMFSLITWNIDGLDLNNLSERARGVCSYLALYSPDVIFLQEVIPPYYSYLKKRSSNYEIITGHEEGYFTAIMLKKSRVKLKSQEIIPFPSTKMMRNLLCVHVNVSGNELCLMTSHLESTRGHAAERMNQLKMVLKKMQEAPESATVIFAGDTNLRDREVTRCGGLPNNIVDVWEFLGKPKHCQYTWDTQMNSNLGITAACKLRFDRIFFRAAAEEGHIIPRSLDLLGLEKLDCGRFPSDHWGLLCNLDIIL
#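 Assay system: Recombinant human TDP2 | Quantity: 120 nM TDP2 per well | Incubation: 2 h at 37 °C | Signal: Epi absorbance | Evaluation: Percent inhibition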
# LEDGF integ inh: blocks HIV-1 LEDGF/p75-dependent DNA integration. TR-FRET IN-LEDGF/p75 DNA integration, Eu/Cy5. inhibition, % at 3.7 µM. 370,000 compounds, 0.64% hits;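 active means inhibition above the screen-wide mean plus 3 SD, cut at about 13% in these data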;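 further: signal is the Cy5 over europium emission ratio at 671 and 618 nm; 0% = plate median of compound wells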
# MBD2 inh: inhibitors of human MBD2 binding to methylated oligonucleotide; Q9UBB5; TR-FRET; 370,000 compounds, 0.31% hits; inhibition, % at 4.4 µM; in the data active means inhibition above about 13%
# rCAG RNA binder: r(CAG) repeat RNA binding | inhibition, % at 3 µM | TO-PRO-1 dye displacement fluorescence | 370,000 compounds, 1.3% hits | AID 651821;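 active means inhibition above the plate cutoff, the mean of all test compounds on that plate plus 3 SD, cut at about 35% in these data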;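 further: 0% = DMSO alone and 100% = 100 µM mitoxantrone as full dye displacement; higher means more dye released from RNA so lower well fluorescence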
# SIAE primary: blocks human sialic acid acetylesterase; Q9HAT2; SIAE FP-Rh probe binding, fluorescence polarization; inhibition, % at 9.66 µM; 370,000 compounds, 0.69% hits; AID 1053197;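 active means inhibition above a cutoff: mean of compounds within the control limits plus 3 SD of those, cut at about 17% in these data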;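 further: 0% = plate median of compound wells and 100% = probe without SIAE protein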
# HTRA1 inhibitor: blocks human HTRA1 serine peptidase; 340,000 compounds, 0.5% hits; AID 504803; inhibition, % at 5.96 µM; recombinant HTRA1, FP-rhodamine activity-based probe, fluorescence polarization; in the data active means inhibition above about 36%;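 further: 0% = enzyme with DMSO and 100% = wells lacking enzyme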
# mABHD4 FP: inhibitors of mouse ABHD4. purified mABHD4, FP-Rh probe fluorescence polarization. inhibition, % at 8.92 µM. 370,000 compounds, 0.54% hits;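 active means inhibition exceeding the mean over every tested compound plus 3 SD, cut at about 30% in these data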;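 further: 0% = plate median of compound wells and 100% = S159A mutant with DMSO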
#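 assay system = mABHD4 protein | compound dosing = single nominal dose of 8.92 µM, 0.89% DMSO final | read-out basis = percent inhibition of probe binding, normalized to plate controls | schedule = Enzyme–compound pre-incubation 45 min, then probe 60 min, both 25 °C | detection = fluorescence polarization, excitation 525 nm, emission 598 nm, BODIPY TMR filters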
# TCR CD3 inh: blocks the human TCR-CD3 interaction | TAMRA-labeled TCR probe fluorescence, biochemical | inhibition, % at 9.4 µM | 360,000 compounds, 0.37% hits; in the data active means inhibition above about 19%;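 further: recombinant mutant TCR 2C K166C tagged with TAMRA read by polarization; 0% = receptor in buffer alone and 100% = receptor with positive control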
# * marks the source's active call; other numbers are inactive results; · = not tested or not shown. These rows are one share of the data, so the mix of outcomes need not match the whole.
SMILES,PRMT1 FP inh,NPR2 activator,TDP2 inh,LEDGF integ inh,MBD2 inh,rCAG RNA binder,SIAE primary,HTRA1 inhibitor,mABHD4 FP,TCR CD3 inh
Cc1ccccc1NS(=O)(=O)c1cc(S(C)(=O)=O)ccc1Cl,2,-4,-5,-7,5,0,-3,-4,-7,-3
Cc1cccc(Nc2nnc(SCC(=O)Nc3ccccc3[N+](=O)[O-])s2)c1,-1,-1,-1,4,-5,6,8,-10,7,6
CCOC(=O)Cn1c(CN2CCOCC2)nc2c1c(=O)[nH]c(=O)n2C,5,1,-6,3,0,-1,-7,1,-10,-9
Cc1[nH][nH]c(=O)c1N=Nc1ccc(S(N)(=O)=O)cc1,10,-2,-22,0,-15,4,-2,·,-3,2
CC(C(=O)NC1CCCCC1)N1CCN(S(=O)(=O)c2cccs2)CC1 (stereo not given),-1,0,-5,-3,-3,5,1,8,6,2
O=C(O)c1ccccc1-c1ccc(C=c2sc3nc4cc(Br)cnc4n3c2=O)o1,84*,5,-11,29*,55*,81*,6,·,28,27*
COC(=O)c1ccc(N2CCOCC2)c(NC(=O)c2ccco2)c1,2,6,-1,-6,5,-6,-2,4,-1,-3
Cc1ccccc1C(=O)Nc1ccccc1,-1,-2,11,2,6,0,2,0,-1,3
CCOC(=O)C1(Cc2ccccc2)CCCN(C2CCCC2)C1 (stereo not given),-1,0,-9,-4,-1,-4,-1,-4,-2,2
COC(=O)C(NC(=O)Nc1ccccc1OC)C(C)C (stereo not given),-1,4,11,2,3,-2,8,-2,6,-6

# Overlap with the part before: 7 compounds; new compounds follow.
SMILES,PRMT1 FP inh,NPR2 activator,TDP2 inh,LEDGF integ inh,MBD2 inh,rCAG RNA binder,SIAE primary,HTRA1 inhibitor,mABHD4 FP,TCR CD3 inh
Cc1[nH][nH]c(=O)c1N=Nc1ccc(S(N)(=O)=O)cc1,10,-2,-22,0,-15,4,-2,·,-3,2
CC(C(=O)NC1CCCCC1)N1CCN(S(=O)(=O)c2cccs2)CC1 (stereo not given),-1,0,-5,-3,-3,5,1,8,6,2
O=C(O)c1ccccc1-c1ccc(C=c2sc3nc4cc(Br)cnc4n3c2=O)o1,84*,5,-11,29*,55*,81*,6,·,28,27*
COC(=O)c1ccc(N2CCOCC2)c(NC(=O)c2ccco2)c1,2,6,-1,-6,5,-6,-2,4,-1,-3
Cc1ccccc1C(=O)Nc1ccccc1,-1,-2,11,2,6,0,2,0,-1,3
CCOC(=O)C1(Cc2ccccc2)CCCN(C2CCCC2)C1 (stereo not given),-1,0,-9,-4,-1,-4,-1,-4,-2,2
COC(=O)C(NC(=O)Nc1ccccc1OC)C(C)C (stereo not given),-1,4,11,2,3,-2,8,-2,6,-6
CC(C)Oc1cccc(-c2n[nH]c(=S)n2N=Cc2ccc(OCc3ccccc3)cc2)c1,6,-8,10,-1,3,51*,5,·,-11,·
CCOC(=O)Cc1csc(NC(=O)Cc2ccccc2[N+](=O)[O-])n1,2,-2,4,-1,2,4,9,3,5,-2
NNC(=O)CC1=NNC(=O)C1,2,1,-6,2,2,3,19*,4,-1,-4
CC(C)N1C/C(=C/c2ccsc2)C(=O)/C(=C/c2ccsc2)C1,0,-4,13,0,-3,0,1,-5,-1,2
O=C1C(c2ccccc2)CN1Cc1ccccc1 (stereo not given),0,1,-6,-3,-3,0,-2,·,3,0
O=[N+]([O-])c1ncccc1OCc1ccccc1Br,2,6,13,-2,-1,5,-4,-19,11,4
Cc1ccc(N2CC(C(=O)OCC(=O)Nc3ccc(Cl)cc3)CC2=O)cc1 (stereo not given),2,-4,5,0,-4,2,-1,-10,3,-7
COC(=O)CN1C(=O)Nc2ccc(C)cc2C1c1ccccc1 (stereo not given),3,-5,-2,-4,6,-7,5,3,-2,-2
Cc1ccccc1N(CC(=O)NC1CCCCC1)C(=O)CCCC(=O)Nc1ccccn1,1,3,-4,-4,2,-9,-3,-2,3,-2
CCCCN(C(C)=O)c1c(N)n(CCC)c(=O)n(CC(=O)Nc2cc(Cl)cc(Cl)c2)c1=O,0,-2,-6,-3,-6,2,-5,-11,2,6
O=C(NNC(=O)C1CCCC1)c1ccc(F)cc1,-1,2,6,2,5,0,2,4,11,2
CC(NC(=O)c1ccc(Cn2cc([N+](=O)[O-])cn2)cc1)c1ccccc1 (stereo not given),-2,1,6,4,-8,-2,8,-3,-1,5
Cc1nc2cc(NC(=O)c3ccco3)ccc2n1C,-2,1,-2,-1,2,-3,6,11,-6,0
Cc1ccc2nc3n(c2c1)CCCN3,-1,-2,5,2,-3,0,6,1,-2,7
CCOC(=O)N1CCC(N2C(=O)c3ccccc3C2Nc2ccc3c(C)cc(=O)oc3c2)CC1 (stereo not given),-4,-1,-1,-1,1,0,-6,-4,18,5
O=C(Nc1ccccc1OC(F)F)c1cccc(S(=O)(=O)N2CCCC2)c1,-6,-6,-1,0,-2,-1,1,-2,-7,5
O=C(/C=C/c1cccc(F)c1)N1CCc2ccccc21,-7,-6,-14,6,-6,3,-3,-2,-7,0
CC(C)CC1CC(C)(c2csc(NNC(=O)c3ccccc3)n2)OC1=O (stereo not given),42*,1,20,5,-6,22,11,-12,12,4
CN(Cc1ccccc1)C(=O)COC(=O)c1cc([N+](=O)[O-])ccc1N1CCOCC1,0,-2,0,-4,0,-5,6,0,1,-5
Cc1c(CN(C)C(=O)C2CCC(=O)N(Cc3ccccc3F)C2)[nH]c2ccccc12 (stereo not given),-5,-1,-5,2,-3,1,7,7,-1,3

# Sorted by the number under LEDGF integ inh (smallest number first): 3 of the compounds above.
Molecule	LEDGF integ inh
CN(Cc1ccccc1)C(=O)COC(=O)c1cc([N+](=O)[O-])ccc1N1CCOCC1	-4
O=C(Nc1ccccc1OC(F)F)c1cccc(S(=O)(=O)N2CCCC2)c1	0
O=C(NNC(=O)C1CCCC1)c1ccc(F)cc1	2

# Further structures.
SMILES,PRMT1 FP inh,NPR2 activator,TDP2 inh,LEDGF integ inh,MBD2 inh,rCAG RNA binder,SIAE primary,HTRA1 inhibitor,mABHD4 FP,TCR CD3 inh
O=C(COc1ccc(Cl)cc1Cl)NC(=O)N1CCOCC1,3,3,-7,2,7,1,2,-7,-12,2
CCC(=O)c1ccc(OCC(O)CNCc2ccc(F)cc2)cc1 (stereo not given),-2,-6,-1,-5,0,2,-6,-4,-3,2
COc1ccc2cc(C(=O)COC(=O)COc3ccc4c(C)cc(=O)oc4c3)ccc2c1,0,-7,-2,-2,6,6,-6,-3,0,3
CC(C)(C)C(=O)Nc1nc2c(s1)CN(Cc1ccccc1)CC2,1,5,13,2,-7,-5,8,-4,3,8
O=C(COC(=O)c1ccccc1)Nc1ccccc1Br,0,-2,7,1,5,-1,2,-1,-4,3
COc1ccc(-c2noc(-c3ccco3)n2)cc1OC,-2,-4,2,1,-9,2,1,-9,-7,3
CCOC(=O)N1C(=O)[C@@](CC)(c2ccccc2)N1C(=O)OCC,3,-18,4,0,4,1,9,9,7,-7
CN(CC(=O)Nc1c(Cl)cccc1Cl)C(=O)C1CCN(C(=O)Nc2ccccc2)CC1,2,2,2,-3,-1,-8,3,3,3,-6
O=C(Nc1ccccc1Cl)C1CCN(Cc2cnn(-c3ccccc3)c2-n2cccc2)CC1,-3,3,-10,-1,-1,-8,-6,-8,-7,6
CCOc1ccc(-c2nc(CSCC(=O)NC3CCN(Cc4ccccc4)CC3)c(C)o2)cc1,-1,-5,-8,-2,1,-1,6,-8,9,-5
CC1(C)CC(=O)C2=C(C1)Oc1ncn(CCCO)c(=N)c1C2c1ccccc1 (stereo not given),3,4,9,1,6,-8,-5,0,3,-2
O=C(COC(=O)/C=C/c1ccc(OC(F)F)cc1)NC1CCCCCCC1,2,-6,22,0,0,4,-1,-1,7,0
CN1C(=O)C(=C2CCCCCC2)SC1=S,12,-2,-2,4,7,2,-2,-5,-3,-8
c1coc(Cn2nnnc2CN2CCN(C3CCCCC3)CC2)c1,1,-4,10,-1,5,-4,2,-1,-1,0
CSC1=N/C(=C\c2cccnc2)C(=O)N1c1ccccc1,0,-2,4,0,0,-2,10,-2,2,2
O=C(Cn1nc(Br)nc1Br)c1ccccc1,9,1,-13,0,3,7,-14,-11,-13,-14
O=C(Cc1c(Cl)cccc1Cl)OCc1ccccn1,1,0,-5,5,-4,0,-5,0,3,8
CCC(C(=O)Nc1c(C)cccc1C)n1c(-c2ccc(=O)[nH]c2)nc2ccccc21 (stereo not given),2,-2,6,-5,0,3,9,·,3,-6
COc1ccc(NC(=O)Nc2ccccc2C(N)=O)cc1,-1,7,13,-2,3,-1,2,-1,-1,2
COc1cccc(CNC(=O)c2ccc(NS(=O)(=O)c3ccc4[nH]c(=O)[nH]c4c3)cc2)c1,3,0,-10,-2,3,12,-7,-2,-26,-14

# Just HTRA1 inhibitor, NPR2 activator and mABHD4 FP, for three of the compounds above:
canonical_smiles | HTRA1 inhibitor | NPR2 activator | mABHD4 FP
CCC(C(=O)Nc1c(C)cccc1C)n1c(-c2ccc(=O)[nH]c2)nc2ccccc21 (stereo not given) | · | -2 | 3
COc1ccc(NC(=O)Nc2ccccc2C(N)=O)cc1 | -1 | 7 | -1
COc1cccc(CNC(=O)c2ccc(NS(=O)(=O)c3ccc4[nH]c(=O)[nH]c4c3)cc2)c1 | -2 | 0 | -26

# (continued)
SMILES,PRMT1 FP inh,NPR2 activator,TDP2 inh,LEDGF integ inh,MBD2 inh,rCAG RNA binder,SIAE primary,HTRA1 inhibitor,mABHD4 FP,TCR CD3 inh
Cc1noc(C)c1C(=O)Nc1nc2ccccc2s1,3,4,-8,0,5,-1,5,-2,-6,-3
O=C1OC(N2CCN(C(=O)c3ccco3)CC2)c2ccccc21 (stereo not given),-1,6,-1,-2,2,-2,-6,6,4,0
CCOc1ccc(-c2nn3c(-c4ccccc4)nnc3s2)cc1,3,-4,2,-3,3,3,-3,-4,-7,1
CC(C)(O)C#Cc1ccc(C(=O)NC(CCCNC(N)=O)C(=O)O)s1 (stereo not given),-2,1,-1,1,3,1,-2,4,-1,2
COC1CCCCC1NS(=O)(=O)c1ccc(Cl)cc1 (stereo not given),-4,-2,-19,4,0,2,-10,0,-8,6
Cc1cccc(OCC(=O)N/N=C/c2ccccc2C(=O)O)c1,-4,4,0,1,3,0,-4,-3,-5,13
